PPARg SRC3 recr = promotes SRC-3 coactivator recruitment by human PPARgamma. P37231. biochemical PPARgamma/SRC-3 coactivator recruitment assay. activation, % at 8 µM. actives 0.26% (n = 200,000); in the data active = activation above about 23%;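 note: 0% = DMSO and 100% = reference agonist; some compounds past the cut are filed as inactive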
Target sequence (P37231 whole entry, looked up): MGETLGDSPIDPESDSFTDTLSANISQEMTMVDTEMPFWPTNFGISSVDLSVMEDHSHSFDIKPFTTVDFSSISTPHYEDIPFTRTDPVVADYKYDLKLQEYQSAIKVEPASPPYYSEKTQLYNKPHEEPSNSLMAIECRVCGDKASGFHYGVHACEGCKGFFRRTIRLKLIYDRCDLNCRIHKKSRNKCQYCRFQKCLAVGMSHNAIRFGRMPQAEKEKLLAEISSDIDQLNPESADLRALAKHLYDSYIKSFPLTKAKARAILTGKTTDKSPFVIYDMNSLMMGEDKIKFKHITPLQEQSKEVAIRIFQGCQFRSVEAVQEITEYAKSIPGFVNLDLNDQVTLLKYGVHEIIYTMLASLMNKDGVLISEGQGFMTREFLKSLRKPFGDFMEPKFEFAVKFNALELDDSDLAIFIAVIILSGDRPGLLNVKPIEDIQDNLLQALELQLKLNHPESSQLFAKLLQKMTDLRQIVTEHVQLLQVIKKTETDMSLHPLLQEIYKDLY
STAT3 act = increases IL-6 driven STAT3 reporter signal; U3A cells, IL-6 STAT3-luciferase reporter, luminescence; 100% = signal with IL-6 EC80 alone; actives 0.91% (n = 190,000); activation (% of control), % at 5.6 µM;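 active = activation above the screen-wide mean of compound activation plus 3 SD, cut at about 130% in these data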;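 note: 0% = background luminescence of wells with medium and substrate only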
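Material: human U3A cells carrying STAT3-luciferase construct. Measured by: reporter luminescence signal. Timing: compound 1 h, then IL-6 6 h at 37 °C.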
STAT3 blocker = STAT3 signaling inhibition | U3A cells, IL-6 STAT3-luciferase reporter, luminescence; host cell line lacks STAT1 | inhibition, % at 5.5 µM | actives 0.89% (n = 190,000) | AID 862;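 active = inhibition above the mean inhibition across all screened compounds plus 3 SD, cut at about 44% in these data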;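 note: 0% = DMSO only wells and 100% = 100 µM nifuroxazide control wells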
SRC2 TRFRET art = counter-screen for PPARgamma SRC-2 recruitment agonists: TR-FRET artefact. active compounds read high. TR-FRET ratio at 8 µM. actives 0.4% (n = 200,000); in the data active = TR-FRET ratio above about 2000; note: inactives centre near 1500
ROMK mod = modulates human ROMK potassium channel activity; P48048; Tet-inducible ROMK, thallium flux fluorescence; actives lie on both sides; B-score at 10 µM; actives 2% (n = 130,000);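 active = signal ratio slope over the read window, or its plate-corrected B-score, at least 3 SD from the plate mean, either direction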;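 note: B-score of the F/F0 ratio slope over 7 to 12 s after thallium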
Target sequence (P48048 whole entry, looked up): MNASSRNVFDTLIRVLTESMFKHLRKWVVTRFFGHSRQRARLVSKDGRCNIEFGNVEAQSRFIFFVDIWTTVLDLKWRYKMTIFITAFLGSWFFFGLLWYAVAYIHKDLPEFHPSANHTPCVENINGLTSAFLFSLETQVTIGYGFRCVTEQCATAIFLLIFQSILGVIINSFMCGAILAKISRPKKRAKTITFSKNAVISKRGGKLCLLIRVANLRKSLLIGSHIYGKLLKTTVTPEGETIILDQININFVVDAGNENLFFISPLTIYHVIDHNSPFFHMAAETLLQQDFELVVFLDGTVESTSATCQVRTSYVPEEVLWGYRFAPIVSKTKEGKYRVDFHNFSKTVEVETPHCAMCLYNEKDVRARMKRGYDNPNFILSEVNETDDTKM
bIAP inh = blocks bovine intestinal alkaline phosphatase activity; AID 1019; inhibition, % at 20 µM; 190,000 tested, under 10 active; purified bovine IAP, CDP-star luminescence, 30 min;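 active = over 50% inhibition of intestinal alkaline phosphatase at 20 µM in the single-dose screen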
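Assay system – bovine IAP enzyme · Quantity – bovine IAP at 1/65,000,000 final dilution · Detection – CDP-star luminescence signal · Times – 30 min reaction at room temperature · Also added – CDP-star substrate at 30 µM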
bIAP activator = increases bovine intestinal alkaline phosphatase activity. purified bovine IAP, CDP-star luminescence, 30 min; active compounds read high; fold of DMSO-control signal, blank-subtracted. activation factor at 20 µM. actives 0.17% (n = 200,000). AID 1016;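 active = activation factor of 2 or more at 20 µM, a signal rise over negative controls twice the positive control's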
PPARg SRC-1 ag = promotes SRC-1 coactivator recruitment by human PPARgamma. AID 631. activation, % at 8 µM. P37231. PPARgamma-SRC-1 coactivator recruitment biochemical assay. actives 0.41% (n = 200,000); in the data active = activation above about 19%;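 note: 0% = DMSO and 100% = reference agonist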
STAT1 inh = reduces IFN-gamma driven STAT1 reporter signal. NIH 3T3 STAT1-luciferase reporter, luminescence. inhibition, % at 5.5 µM. actives 0.35% (n = 200,000);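 active = inhibition above a set limit, the mean inhibition across all tested compounds plus 3 SD, cut at about 34% in these data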;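 note: 0% = IFN-gamma with DMSO and 100% = IFN-gamma with 300 µM nifuroxazide; values of inactives mirror those of a sister screen read the other way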
PPARg SRC2 recr = agonists of SRC-2 recruitment by human PPARgamma. AID 1032. P37231. activation, % at 8 µM. PPARgamma LBD-SRC-2 recruitment, biochemical. actives 0.34% (n = 200,000); in the data active = activation above about 22%;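 note: 0% = vehicle and 100% = reference agonist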
TNAP act hi DEA = activators of human TNAP at high phosphate acceptor concentration; P05186; purified TNAP, CDP-star luminescence, 1 M DEA, 30 min; active compounds read high; 0 = EDTA background, 1 = DMSO-only activity; activation factor at 20 µM; 200,000 tested, under 10 active;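 active = activation factor at least 2 at 20 µM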
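system = human TNAP | amount = enzyme diluted 1/800 final | reagent = 100 µM CDP-star substrate | signal = luminescent substrate turnover signal | dosing = one dose, 20 µM | benchmarks = EDTA negative control, DMSO positive control | measure = activation factor | timing = 30 min reaction, room temperature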
Active calls of the source: *; / = no result given.

SMILES	PPARg SRC3 recr	STAT3 act	STAT3 blocker	SRC2 TRFRET art	ROMK mod	bIAP inh	bIAP activator	PPARg SRC-1 ag	STAT1 inh	PPARg SRC2 recr	TNAP act hi DEA
O=C(c1ccccc1)N1CCN(S(=O)(=O)c2cccc(NS(=O)(=O)c3ccccc3)c2)CC1	2.5	97.8	13.5	1658	-0.754	13.4	0.9	-1.7	4.1	7.4	1
CCc1ccc(-c2cc(C(=O)N/N=C/c3ccco3)[nH]n2)cc1	1.2	95.3	11.5	1546	-3.19*	1.9	1	1.5	-19.6	5.6	1
COc1ccccc1NC(=O)C1=C(C)N(c2ccccc2)C(=S)NC1c1cccc(C(F)(F)F)c1 (centres undefined)	-7.4	101.8	-5.4	1288	-1.55	16.4	0.8	6.6	-7.5	-4.6	1
CCCC/S(CC1CC1(Cl)Cl)=N\S(=O)(=O)c1ccc(C)cc1 (centres undefined)	-10.2	96.2	10.1	1307	-0.418	6.4	0.9	3.3	9.5	-0.9	1
CCOC(=O)N1CCC(N2Cc3cccc(C(=O)NCc4ccc(OC)cc4)c3C2=O)CC1	0.7	102.7	0.7	1647	-0.015	1.6	1	0.0	-0.7	-0.5	1
S=C(NNc1nc(Nc2ccccc2)nc(N2CCCCC2)n1)NC1CCCCC1	3.0	100.8	3.8	1490	-2.06	-4.6	1	4.9	-12.3	1.3	1.1
CCOC(=O)C(=O)Nc1ccccc1C(N)=O	6.8	102.4	-2.7	1745	1.89	-12.4	1.1	-2.8	1.8	3.8	1
CCOC(=O)CNS(=O)(=O)c1ccc(C(=O)O)cc1	3.5	102.1	2.8	1500	/	3.6	1	1.0	2.7	-9.2	1
COc1cc(NC(=O)N[C@H](C(=O)O)C(C)C)cc(OC)c1	8.6	105.1	-1.7	1503	0.533	12.5	0.9	-2.2	2.6	1.1	1
CCC(C)NS(=O)(=O)c1ccc(OCC(=O)Nc2ccc3c(c2)OCCO3)cc1 (centres undefined)	8.6	97.9	6.8	1564	/	9.8	0.9	2.8	24.1	-5.3	1
Cn1c(CN2CCCCC2)nc2cc(NC(=O)c3cccc(Br)c3)ccc21	-4.2	49.1	63.1*	1458	-1.78	2.9	1	-2.7	-0.5	1.9	1.1
Cc1cc(NS(=O)(=O)c2ccc(NC(=S)NC(=O)c3ccc(F)cc3Cl)cc2)no1	6.5	105.0	-3.5	1494	/	-6.8	1.1	9.1	-3.7	5.5	1
Cc1cccc(N(CC(=O)Nc2ccc(CC#N)cc2)S(C)(=O)=O)c1	-15.8	93.3	11.1	1311	-0.0816	4.2	1	-8.3	-4.7	-5.8	1
Cc1ccc(C)c(NC(=O)c2ccccc2C(=O)c2ccccc2)c1	5.3	107.2	-4.7	1529	1.09	1.2	1	3.0	-5.4	11.7	1
O=C(NCc1nc2ccccc2[nH]1)C1=C[C@H](c2ccc(C(F)(F)F)cc2)C[C@H](OCc2ccc(CO)cc2)O1	-1.2	/	/	1617	/	-30.8	1.3	0.5	3.2	6.2	1
CCOc1cc(C(=O)OCC(=O)NC(C)c2ccccc2)ccc1OCC(=O)N1CCOCC1 (centres undefined)	6.5	108.6	-4.9	1684	0.81	-25.8	1.3	6.6	-3.2	1.1	1
CCc1ccc2c(CC(=O)Nc3nnc(C4CC4)s3)coc2c1	15.6	104.0	-1.4	1638	/	4.3	1	-3.4	-2.6	-2.1	1
CC1=CC(C)(C)Nc2ccc(C)cc21	-5.2	99.3	3.4	1682	/	4.0	1	5.5	2.0	4.5	1
Cc1nccn1CCCN1C(=O)OC2(CCCCC2)C1(C)O (centres undefined)	2.3	101.1	1.5	1642	0.00295	-3.9	1	5.5	6.5	6.4	1
Cn1nnc(NC(=O)c2ccc([N+](=O)[O-])cc2Cl)n1	5.2	96.0	6.9	1563	1.04	-7.1	1.1	-0.5	-6.1	-4.7	1
c1ccc(-c2nnc(CSc3nncs3)o2)cc1	-0.3	105.6	-1.8	1646	/	4.9	1	1.6	-16.4	3.4	1
O=C(C1CCCO1)N1CCN(C(=S)Nc2ccc(Cl)cc2Cl)CC1 (centres undefined)	-3.0	99.6	0.8	1469	-0.00752	10.2	0.9	-7.5	1.0	-0.4	1
CC(=O)c1ccc(OC(=O)N(c2ccccc2)c2ccccc2)cc1	5.4	98.9	6.9	1494	0.535	12.7	0.9	4.1	12.3	3.3	1
CCOC(=O)N1CCC(NC(=O)c2ccc3c(c2)N(Cc2ccc(F)cc2)CCS3)CC1	17.7	101.9	3.0	1968	/	-18.9	1.2	5.6	-1.7	10.9	1
CCn1c(SCC(=O)N2CCCc3ccccc32)nc2cccnc21	-7.8	104.9	-6.0	1539	3.09*	10.1	0.9	-1.1	5.0	-2.6	1.1

Next part (2 carried over from the part before).
SMILES	PPARg SRC3 recr	STAT3 act	STAT3 blocker	SRC2 TRFRET art	ROMK mod	bIAP inh	bIAP activator	PPARg SRC-1 ag	STAT1 inh	PPARg SRC2 recr	TNAP act hi DEA
CCOC(=O)N1CCC(NC(=O)c2ccc3c(c2)N(Cc2ccc(F)cc2)CCS3)CC1	17.7	101.9	3.0	1968	/	-18.9	1.2	5.6	-1.7	10.9	1
CCn1c(SCC(=O)N2CCCc3ccccc32)nc2cccnc21	-7.8	104.9	-6.0	1539	3.09*	10.1	0.9	-1.1	5.0	-2.6	1.1
Cc1sc2ncnc(NCC3(N4CCOCC4)CCCCC3)c2c1C	-0.4	103.7	-0.7	1444	-1.24	-9.6	1.1	-1.4	0.9	4.7	1.1
CCCc1nnc(NC(=O)CCC(=O)Nc2ccc(F)cc2)s1	-1.6	101.6	1.0	1408	0.328	3.3	1	-2.9	-4.8	0.0	1.1
CC1CCCC(NC(=O)CN2CCN(Cc3ccc(Cl)cc3)C2=O)C1C (centres undefined)	5.3	93.7	7.6	1651	-0.691	6.8	0.9	2.8	-0.1	5.0	1.1
O=C(c1ccccc1)N(CCO)Cc1cc2cc3c(cc2[nH]c1=O)OCCO3	-1.4	104.9	-4.7	1765	-0.00273	-15.4	1.2	6.3	-10.3	-0.5	1
O=C(/C(=C/c1ccccc1Cl)c1ccccc1)N1CCOCC1	4.6	88.2	17.6	1544	0.202	-14.5	1.1	14.3	7.9	2.8	1
CCOC(=O)c1cc2cc([N+](=O)[O-])cc(OC)c2oc1=O	2.8	98.4	8.7	1643	-0.94	12.9	0.9	3.3	-2.7	6.2	0.9
CCOc1ccc(S(=O)(=O)N(C)c2ccc(OCC(=O)Nc3nc4ccccc4s3)cc2)cc1	-0.9	98.0	1.8	1575	/	-39.7	1.4	0.3	-5.2	-3.6	1
COc1ccccc1NC(=O)Cn1c(CCC(=O)O)ccc1-c1ccccc1	1.0	104.5	-1.8	1662	/	-15.3	1.2	-2.1	3.7	1.9	1
O=C1c2[nH]nc(-c3ccccc3O)c2C(c2ccc(F)cc2)N1Cc1ccco1 (centres undefined)	-2.9	90.9	14.1	1730	-1.23	-80.5	1.8	-5.4	8.6	1.8	1.1
COCCSc1nnc(-c2cnccn2)o1	-4.1	98.0	5.8	1475	/	-3.3	1	-1.3	-2.0	-2.6	1.1
O=C(/C=N/O)Nc1ccccc1	0.8	99.6	3.2	1444	0.0612	-1.2	1	-4.6	6.3	3.2	1
Cc1ccc(C)c(NC(=O)CCc2ccc(S(=O)(=O)NC3CCCCC3)cc2)c1	8.6	95.8	12.2	1619	/	11.9	0.9	7.2	9.8	3.7	1
Cc1ccc(C(=O)N/C(=C\c2ccccc2)C(=O)NCc2cccnc2)cc1	-1.2	106.4	-3.7	1521	-1.49	-18.8	1.2	2.5	-1.9	4.6	1.1
CN1CCN(S(=O)(=O)c2ccc(NC(=O)COc3ccccc3)cc2)CC1	2.0	102.9	0.1	1454	/	3.4	1	0.5	1.7	4.0	1
NS(=O)(=O)c1ccc(NC(=S)NC(=O)c2ccc3c(c2)OCO3)cc1	1.8	109.6	-12.3	1167	0.537	6.7	0.9	-7.7	-10.3	2.5	1
COC(=O)CNC(=O)CSc1nnc(C)c(=O)[nH]1	1.5	98.7	4.5	1816	/	-55.7	1.6	-2.7	-11.1	7.7	1
COc1cc(OC)c(C2N(c3ccc(Cl)cc3)C(=O)C3CCCN32)cc1OC (centres undefined)	8.0	103.4	0.7	1853	/	-1.9	1	2.6	-0.8	0.4	1
CC1(C)CC2(CCO1)CNC(=O)O2 (centres undefined)	-17.1	101.8	2.0	1456	/	5.0	0.9	-1.7	-8.4	8.2	1
COC(=O)CSc1nc2ccc(N)cc2s1	1.2	112.7	-9.7	1507	-0.102	3.3	1	-1.3	8.2	3.4	1
Cc1ccc(C(=O)NCC(=O)OCC(=O)NC2CCCC(C)C2C)s1 (centres undefined)	1.4	100.2	4.5	1539	-0.0351	-31.5	1.3	-6.3	2.1	3.7	1.1
O=C(CCCCn1c(=O)[nH]c2ccsc2c1=O)NCCc1ccccc1	3.3	97.1	5.6	1592	0.0625	-11.1	1.1	-3.6	4.2	-6.0	1
CCOC(=O)N1CCC(Nc2nc(OC)nc(OC)n2)CC1	-7.7	99.1	6.7	1562	-0.0385	9.9	0.9	-5.9	-0.2	0.0	1.1
O=C1c2ccccc2C(=O)N1CCCc1c[nH]c2ccccc12	0.0	88.6	15.8	1583	0.0069	9.4	0.9	2.1	-13.4	-4.0	1
OC(CNCc1ccccc1)Cn1ccc2ccccc21 (centres undefined)	5.7	94.9	6.0	1585	-2.26	2.8	1	-1.6	2.9	13.1	1
O=C(Nc1cc(C(F)(F)F)ccc1N1CCOCC1)c1cccnc1Cl	4.0	100.2	-0.1	1595	0.156	7.3	0.9	-1.5	-0.2	5.2	1
O=C(NC1CCCC1)C1CCC(=O)N1C1CCCC1 (centres undefined)	-5.3	99.3	4.6	1401	/	1.4	1	-6.6	0.7	-0.2	1
CC1CCCCN1C(=O)c1cccc(NC(=O)c2ccccc2)c1 (centres undefined)	-8.4	107.6	-6.4	1386	-0.333	-15.4	1.2	0.3	-0.7	-8.3	1
O=C(NCC1CC1)c1ccc(Nc2nc3ccc(Br)cc3[nH]2)cc1	1.3	101.2	3.4	1600	/	-1.2	1	4.0	2.0	5.3	1.1
COc1ccccc1/C=N/NC(=O)c1nnn(-c2nonc2N)c1CSC1=NCCS1	4.7	109.6	-16.5	1525	/	8.6	0.9	3.7	1.2	4.9	1

Molecules listed so far that contain a nitro group on carbon (two):
SMILES	PPARg SRC3 recr	STAT3 act	STAT3 blocker	SRC2 TRFRET art	ROMK mod	bIAP inh	bIAP activator	PPARg SRC-1 ag	STAT1 inh	PPARg SRC2 recr	TNAP act hi DEA
Cn1nnc(NC(=O)c2ccc([N+](=O)[O-])cc2Cl)n1	5.2	96.0	6.9	1563	1.04	-7.1	1.1	-0.5	-6.1	-4.7	1
CCOC(=O)c1cc2cc([N+](=O)[O-])cc(OC)c2oc1=O	2.8	98.4	8.7	1643	-0.94	12.9	0.9	3.3	-2.7	6.2	0.9

Screening results deposited in PubChem by several laboratories.
